TDP1 inh – inhibitors of human tyrosyl-DNA phosphodiesterase TDP1; Q9NUW8; recombinant TDP1, AlphaScreen DNA substrate cleavage; Potency, µM (top dose mostly 130 µM), for inactives: at the top dose activity change, negative = inhibition, most hits filed as inhibitors; 350,000 compounds, 0.28% hits; AID 485290; further: nearly all actives have a fitted effect of over 40% in size
Target sequence (Q9NUW8 whole entry, looked up): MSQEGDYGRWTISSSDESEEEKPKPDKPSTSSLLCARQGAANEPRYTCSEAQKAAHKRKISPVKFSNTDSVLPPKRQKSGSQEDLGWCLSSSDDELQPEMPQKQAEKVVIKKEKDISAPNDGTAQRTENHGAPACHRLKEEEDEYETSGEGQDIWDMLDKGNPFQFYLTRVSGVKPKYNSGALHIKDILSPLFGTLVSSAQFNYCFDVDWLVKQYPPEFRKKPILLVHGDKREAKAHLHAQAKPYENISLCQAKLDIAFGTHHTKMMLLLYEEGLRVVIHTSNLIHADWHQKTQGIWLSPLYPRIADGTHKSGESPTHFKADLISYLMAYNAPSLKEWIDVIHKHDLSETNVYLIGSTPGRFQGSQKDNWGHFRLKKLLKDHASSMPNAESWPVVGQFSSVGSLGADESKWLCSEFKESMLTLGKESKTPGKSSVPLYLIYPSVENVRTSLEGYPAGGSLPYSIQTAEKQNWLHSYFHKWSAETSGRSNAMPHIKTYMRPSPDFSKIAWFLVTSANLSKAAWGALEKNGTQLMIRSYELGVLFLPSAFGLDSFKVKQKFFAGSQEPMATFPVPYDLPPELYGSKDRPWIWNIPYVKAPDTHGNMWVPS
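Tdp1 1 nM final; 15 min RT w/ cpd; substrate 15 nM, 5 min; beads 10 ug/ml, 10 min; AlphaScreen read. Neg ctrl: no enzyme.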
TDP1 cell CPT – DT40-hTDP1 cell growth loss with CPT. chicken DT40 Tdp1-/-;hTDP1 cells + 20 nM CPT, ATP luminescence, 48 h. Potency, µM (series often up to 46.2 µM), for inactives: top-dose activity change, negative = growth inhibition, usual class: inhibitors. 420,000 compounds, 12% hits; further: nearly all actives have a fitted effect of over 55% in size
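Chicken DT40 Tdp1-/- cells stably complemented with human TDP1 were seeded at 400 cells/well in medium containing 20 nM camptothecin, exposed to pin-transferred compounds, and grown at 37 °C for at least 48 hr. Viability was read as ATP luminescence.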
TDP1 cell noCPT – qHTS for Inhibitors of human tyrosyl-DNA phosphodiesterase 1 (TDP1): qHTS in cells in absence of CPT; DT40 Tdp1-/- hTDP1 cells, no CPT, ATP luminescence, 48 h; 420,000 compounds, 15% hits; AID 686978, 2013; Potency, µM (highest dose often 46.2 µM), inactives show top-dose activity change, negative = growth inhibition, most hits filed as inhibitors; further: nearly all actives have a fitted effect of over 55% in size
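DT40 Tdp1-/-;hTDP1 cells, no CPT (DMSO vehicle only), 400 cells/well; compounds pin-transferred; ≥48 hr, 37 °C; CellTiter-Glo 30 min RT dark, luminescence read.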
Numbers without * were called inactive; ? = inconclusive; nt = not tested or not shown; & = joins results of further samples; [ ] = dose if it differs, or a comment. The call rests on the fitted dose curve; in most records, active means well fitted curve in the direction sought with a large enough effect; inconclusive means small, poorly fitted or top-dose-only effect, or another doubt; inactive means no such curve, though single readings can be large; an effect the other way counts as inactive or inconclusive. On the % scale 0 is the no-effect control and ±100 the full control effect; potency means the concentration at half of the fitted maximal effect.

Values in the order: TDP1 cell CPT	TDP1 cell noCPT	TDP1 inh
Cc1ccc(C2=NS(=O)(=O)N(C)C(C(=O)NCc3ccccn3)=C2)cc1
    -4.1%	?	nt
CCOc1cc(N2CCOCC2)c(OCC)cc1NC(=O)COC(=O)c1cc2ccccc2cc1O
    ?	?	2.7%
O=[N+]([O-])c1cccc2c1ccc1ncccc12
    -2.3%	-17.9%	nt
COc1ccc(CCNC(=O)C2CC(=O)N(c3ccc(C(C)(C)C)cc3)C2)cc1OC (centres undefined)
    -19.1%	-27.9%	0.0%
CCC(C)NCC(=O)Nc1sc2c(c1C(N)=O)CCC2 (centres undefined)
    -29.2%	-17.3%	1.9%
CC(=O)Nc1ccc(S(=O)(=O)NNC(=S)NCC2CCCO2)cc1 (centres undefined)
    -0.6%	-6.5%	4.5%
CCN1C(=O)[C@H]2[C@H]3CN=C(SCc4ccc(C(=O)OC)cc4)N3[C@@](CC)(C(=O)OC)[C@H]2C1=O
    ?	?	0.7%[56.1 µM]
Cc1ccccc1-c1nc2c3ccccc3nc(=S)n2[nH]1
    4.11µM*	3.26µM*	nt
COc1cccc(NC(=O)CN(c2cccc(OC)c2)S(C)(=O)=O)c1
    ?	?	0.0%
Brc1csc2ncccc12
    12.8%	-1.7%	9.6%
Oc1ccc(-c2nccc(-c3cccs3)n2)cc1
    ?	?	5.9%
CC1(C)Cc2c(c(N3CCCCC3)[nH]c(=S)c2C#N)CS1
    -1.4%	-27.4%	-4.2%
COCCCn1c(SCC(=O)c2c(N)n(C3CC3)c(=O)[nH]c2=O)nnc1-c1ccccc1Cl
    -1.8%	3.5%	nt
O=C(CNS(=O)(=O)c1ccccc1)OCC(=O)c1ccc(F)cc1
    4.7%	3.3%	2.5%
CC(C)c1ccc(C2c3c(-c4ccccc4O)n[nH]c3C(=O)N2Cc2ccncc2)cc1 (centres undefined)
    ?	?	7.0%

Next records follow:
Values in the order: TDP1 cell CPT	TDP1 cell noCPT	TDP1 inh
CN(C)CCOC1c2ccccc2CCc2ccc3ccccc3c21 (centres undefined)
    ?	20.6µM*	nt
CNCCCc1[nH]nc(N)c1C#N
    10.7%	-0.2%	6.1%
COc1ccc(Cl)cc1NC(=O)NCc1noc2ccccc12
    ?	?	2.6%
Cc1cc(C(=O)NC2CCCc3c2cnn3-c2ccc(C)c(C)c2)nc(C)n1 (centres undefined)
    ?	16.4µM*	3.4%
Cc1cc(C)cc(NC(=O)C2COc3ccccc3O2)c1 (centres undefined)
    -15.4%	-20.2%	nt
CC1(C)CC2(CC(C)(C)N1)OC(=O)N1CCc3ccccc3C12C (centres undefined)
    3.9%	-4.3%	5.3%
Cn1c(=O)c2[nH]c(NN=Cc3cccc(Br)c3)nc2n(C)c1=O
    23.1µM*	14.6µM*	nt
CCOc1ccccc1NC(=O)Cn1cnc2sc(C)c(S(=O)(=O)N3CCC(C)CC3)c2c1=O
    ?	?	5.9%
O=[N+]([O-])c1cccc(COc2ccccc2CO)c1
    -19.7%	?	nt
Cn1cc(CCC(=O)NCc2ccc3c(c2)OCO3)c2ccccc21
    -17.6%	-20.7%	6.0%
C[C@H](CO)N1C[C@H](C)[C@@H](CN(C)Cc2ccccc2)OCc2cnnn2CCCC1=O
    -0.5%	30.3%[activator]	nt
CC1CCCCN1C(=O)CCn1c(=O)oc2ccccc21 (centres undefined)
    21.4%	14.7%	2.9%
CCOC(=O)c1csc(CCNC(=O)c2oc3c(Cl)cc(C)cc3c2C)n1
    ?	20.6µM*	1.2%
COc1ncnc2sc(-c3ccccc3)cc12
    -30.0%	-27.2%	4.2%
NC(=O)[C@@H]1CCCNc2c(I)cc([N+](=O)[O-])cc2C(=O)N[C@@H](Cc2ccccc2)C(=O)N[C@@H](Cc2cnc[nH]2)C(=O)N1
    -14.4%	5.2%	2.6%

Further compounds
Values in the order: TDP1 cell CPT	TDP1 cell noCPT	TDP1 inh
CC(=O)Nc1ccc(S(=O)(=O)N2CCCN(S(=O)(=O)c3ccc(C)cc3)CC2)cc1
    ?	?	5.2%
OC(c1ccccc1)(c1nc(-c2cccc(F)c2)cs1)C(F)(F)F (centres undefined)
    ?	?	nt
COc1cccc(CC2(CO)CCCN(Cc3cn[nH]c3-c3ccc(F)cc3)C2)c1 (centres undefined)
    ?	?	nt
COC(=O)N/N=C/c1cn(CCCOc2ccc(C)cc2)c2ccccc12
    ?	?	2.4%
CCCc1nc2c(C)cc(Br)cn2c1Cc1ccc(C)cc1
    ?	?	nt
O=C(N/N=C/c1coc2ccccc2c1=O)c1cc(Br)c(O)c(Br)c1
    -26.0%	-24.8%	0.8%[56.1 µM]
O=C(c1cc(COc2ccc(F)cc2F)on1)N1CCN(C2CCCC2)C(=O)C1
    ?	?	1.5%
O=C1CC(c2ccccc2)C(C(=O)O)N1 (centres undefined)
    9.0%	12.1%	-3.9%
O=C1CC(N2CCOCC2)C(=O)N1c1cccc(Cl)c1 (centres undefined)
    -19.2%	-7.8%	1.1%
COc1ccc(CNC(=O)c2cc3c(s2)CS(=O)C3)cc1 (centres undefined)
    -20.4%	2.7%	2.0%
COc1ccc(N2CCN(Cc3cc4c(cc3Br)OCCO4)CC2)cc1
    ?	?	5.1%[0.0935 µM]
COc1cc(C2C(C#N)=C(N)N(Nc3ccccc3)C3=C2C(=O)CC(C)(C)C3)ccc1OCc1cccc(F)c1 (centres undefined)
    ?	?	5.9%
O=C(Nc1ccccc1)C1Cc2c(-c3ccc4c(c3)OCO4)ccnc2O1 (centres undefined)
    ?	?	nt
COc1ccccc1-c1csc(C(C)(O)c2cccc(F)c2)n1 (centres undefined)
    13µM*	16.4µM*	nt
O=C(O)c1cccc2c1C(=O)N(CC1CCCO1)C2 (centres undefined)
    0.5%	3.6%	4.8%

(more compounds)
Values in the order: TDP1 cell CPT	TDP1 cell noCPT	TDP1 inh
CC(=O)c1ccc(NC(=O)c2ccc(CNc3c(N4CCCC4)c(=O)c3=O)cc2)cc1
    -3.3%	15.6%	-3.5%
CCc1cccc2c(C=C(C#N)C#N)cn(CC(=O)N3CCCCCC3)c12
    -20.4%	-13.4%	4.0%
Cc1ccc(NC(=O)c2oc3ccc(Br)cc3c2C)cc1S(=O)(=O)N1CCOCC1
    ?	-23.1%	nt
COc1ccccc1CNC(=O)COC(=O)Cc1cccs1
    14.9%	18.4%	2.5%
N=c1n(CCN2CCCCC2)c2ccccc2n1CC(O)c1ccco1 (centres undefined)
    -6.6%	-27.0%	2.4%
N#C/C(=C\c1ccc(O)c(O)c1)C(=O)NCCCCc1ccccc1
    6.68µM*	8.41µM*	17.4%[56.1 µM]
COc1ccc(OCC(O)CNC(=O)c2ccccc2C(=O)O)cc1 (centres undefined)
    3.4%	2.8%	-2.6%
Cc1ccc(-c2csc(Nc3ccccn3)n2)cc1
    ?	?	nt
Cc1ccccc1C(=O)NCC(=O)O
    -1.6%	-0.7%	6.0%
CC(=O)Nc1cccc(NC(=O)c2sc3ncn(CC(=O)N4CCCCC4)c(=O)c3c2C)c1
    ?	?	5.6%
COc1ccc(OC)c(NC(=O)Cn2c(=O)n(-c3cccc(C)c3)c(=O)c3c2c2cc(C)ccc2n3C)c1
    ?	?	-11.8%
CN(C)Cc1ccccc1Cc1ccccc1
    -9.0%	-3.7%	0.0%
Cc1ccc(S(=O)(=O)N2CC[C@H]3[C@@H](C2)C(=O)C[C@@H](c2ccccc2)N3S(=O)(=O)c2ccc(C)cc2)cc1
    -12.4%	-10.3%	nt
COc1cc2c(cc1OC)C(c1ccc(-c3ccc(Cl)cc3Cl)o1)=NCC2
    1.16µM*	0.92µM*	5.3%
CC(=O)c1ccc(NC(=O)c2cc3sccc3n2Cc2ccc(F)cc2)cc1
    -24.1%	-3.2%	-1.3%

Continued (3 carried over from the part before).
Values in the order: TDP1 cell CPT	TDP1 cell noCPT	TDP1 inh
Cc1ccc(S(=O)(=O)N2CC[C@H]3[C@@H](C2)C(=O)C[C@@H](c2ccccc2)N3S(=O)(=O)c2ccc(C)cc2)cc1
    -12.4%	-10.3%	nt
COc1cc2c(cc1OC)C(c1ccc(-c3ccc(Cl)cc3Cl)o1)=NCC2
    1.16µM*	0.92µM*	5.3%
CC(=O)c1ccc(NC(=O)c2cc3sccc3n2Cc2ccc(F)cc2)cc1
    -24.1%	-3.2%	-1.3%
Cn1c(=O)c2nc(SCc3ccccc3)n(C)c2n(C)c1=O
    2.6%	-12.9%	nt
CN(C)c1ccc(C(CNS(=O)(=O)c2ccc(F)cc2)N2CCc3ccccc32)cc1 (centres undefined)
    ?	?	13.8%
Cn1cccc1CNC(=O)Nc1ccccc1
    ?	-9.0%	5.9%
NC(=O)c1ccsc1NC(=O)COC(=O)CNC(=O)c1ccc(F)cc1
    -6.7%	-14.3%	-14.4%
Nc1c(C(=O)N/N=C/c2ccc(OCc3ccccc3)cc2)cnn1-c1ccccc1
    16.4µM*	11.6µM*	nt
Cc1ccc(N(CC(=O)Nc2ccc(Cl)cc2)S(=O)(=O)c2cccc3nonc23)cc1
    ?	?	7.0%
COc1ccc(C2CC(=O)c3c(O)cc(O[C@H]4OC(COC5OC(C)C(O)C(O)[C@@H]5O)C(O)C(O)C4O)cc3O2)cc1O (some centres undefined)
    14.5%	0.8%	1.8%
CCOc1ccc(N(C(C)C(=O)NN=C2CCCCCCC2)S(C)(=O)=O)cc1 (centres undefined)
    -15.8%	-10.2%	0.0%
O=C(O)c1ccc(/C=N/N2CCN(Cc3ccc(Cl)cc3)CC2)cc1
    12.9%	16.6%	-2.8%
C#CCOCCOCCOCCNc1nc(N2CCN(C(=O)[C@H]([C@@H](C)CC)n3cc(CCC(=O)O)nn3)CC2)nc(N2CCN(C(=O)[C@H](CCCCN)n3cc(CCC(=O)O)nn3)CC2)n1
    -4.6%	5.5%	nt
CC(c1ccon1)N(C)C(=O)CCc1nnc(Cc2ccc(-c3ccccc3)cc2)o1 (centres undefined)
    ?	?	9.0%
O=C(O)c1ccc2c3c(cccc13)C(=O)N(OS(=O)(=O)c1ccccc1)C2=O
    -3.5%	7.6%	6.0%
NC(=O)Cc1nc2scc(-c3ccc(Cl)cc3)c2c(=O)[nH]1
    -7.6%	-7.9%	8.1%
COc1ccccc1/C=C/C(=O)Nc1ccc2c(c1)OCCO2
    8.2µM*	10.3µM*	7.1%
NC(=O)c1ccccc1NC(=O)/C=C/c1cccc(Cl)c1
    -23.3%	-12.8%	3.9%

Continuation.
Values in the order: TDP1 cell CPT	TDP1 cell noCPT	TDP1 inh
CCC(=O)C(C#N)(c1ccc(OC)c(OC)c1)C(C)C (centres undefined)
    -13.1%	13.2%	-0.3%
CCn1c(SCC(=O)NC2CC2)nnc1-c1ccccc1
    5.5%	3.3%	nt
Cc1ccccc1C(=O)O/N=C(\N)c1ccccc1
    -9.6%	22.9%	nt
Cc1ccc(S(=O)(=O)N2CCN(Cc3nnc(-c4c(-c5ccccc5)noc4C)o3)CC2)cc1
    14.6µM*	14.6µM*	0.6%
CCc1ccccc1NC(=O)N1CC(CC)Oc2ccc(Cl)cc21 (centres undefined)
    20.6µM*	?	-10.4%
Cc1nnc(N2C(=O)c3oc4ccccc4c(=O)c3C2c2ccc(F)cc2)s1 (centres undefined)
    -1.8%	-0.4%	4.2%
CC1=NCC(C)c2c1[nH]c1ccccc21 (centres undefined)
    -5.6%	?	1.0%
CCOC(=O)CNc1nc(-c2ccncc2)nc2ccccc12
    -17.4%	?	7.1%
Cc1cccc(NC(=O)CN(C)S(=O)(=O)c2cccc3nsnc23)c1C
    -17.3%	-26.8%	-1.0%
COc1ccccc1NS(=O)(=O)c1ccc(C)c(NC(=O)C2CCCO2)c1 (centres undefined)
    -15.0%	?	0.3%
CC(C)C(=O)Nc1cccc(NC(=S)NC(=O)c2ccccc2Cl)c1
    ?	18.4µM*	2.0%
CC(C(=O)NC1CCCCCC1)N(c1ccccc1)S(C)(=O)=O (centres undefined)
    -17.2%	?	2.1%
O=C(CS(=O)(=O)c1cccc(C(F)(F)F)c1)Nc1ccccc1Cl
    -3.8%	-26.4%	-2.0%
C[C@@H]1CN(S(=O)C(C)(C)C)[C@H](CCO)/C1=C\CCO (some centres undefined)
    0.6%	-0.3%	nt
COCCCNC(=O)C(C#N)c1nc2ccccc2nc1N1CCCC1 (centres undefined)
    -20.0%	-28.8%	8.5%

Next part.
Values in the order: TDP1 cell CPT	TDP1 cell noCPT	TDP1 inh
Cc1nc(SC(C)C(=O)Nc2cccc(C(F)(F)F)c2)c2c(C)c(C(=O)O)sc2n1 (centres undefined)
    11.4%	12.1%	0.0%
CCCCOC(=O)c1cccc(NC(=O)/C=C/c2ccccc2Cl)c1
    ?	20.6µM*	0.4%[12.3 µM]
CC(=O)c1cccc(NC(=O)c2ccc([N+](=O)[O-])o2)c1
    8.2µM*	14.6µM*	nt
CCc1ccc(S(=O)(=O)c2cn(C)c3cc(OC)c(OC)cc3c2=O)cc1
    ?	?	-9.8%&1.3%

Compound activity deposited in PubChem by National Center for Advancing Translational Sciences (NCATS).
